Screens as filed in PubChem BioAssay.
GAA spleen mod: lysosomal alpha-glucosidase (human) modulation | human spleen homogenate, 4-MU-alpha-glucoside fluorescence | P10253 | Potency, µM (highest dose often 79.9 µM), for inactives: top-dose activity change, negative = inhibition, usual class: inhibitors | 240,000 compounds, 0.006% hits | AID 2112;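 note: 0% = enzyme with vehicle and -100% = no enzyme basal signal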
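Compounds were titrated against alpha-glucosidase in spleen homogenate at pH 5.0, with 1 mM 4-methylumbelliferyl substrate for 40 min at 37 C. Reactions were quenched with pH 10 NaOH/glycine and fluorescence measured.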
HTT cytoprotect: cytoprotection in Huntington HTT-Q103 PC12 cell model; PC12 HTT-Q103 induced, cytoprotection, ATP luminescence, 40 h; Potency, µM (titrated, usually from 56.4 µM), without a hit: cytoprotection (ATP increase), most hits filed as activators; 230,000 compounds, 0.14% hits; AID 1471;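 note: % of control where 0% means no effect; nearly all actives have a fitted effect of over 45% in size; toxic huntingtin expression switched on by the ecdysone agonist tebufenozide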
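Stable PC12 Q103-GFP cells in serum-supplemented, phenol red-free DMEM; induction by tebufenozide at 100 nM final; compound dose series; cell viability quantified luminescently from ATP.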
Tau ThT inhib: blocks human tau fibril formation measured by thioflavin T. P10636. recombinant tau K18 P301L, heparin-induced fibrillization, ThT fluorescence. Potency, µM (top dose mostly 57.4 µM), without a hit: at the highest dose activity, negative = inhibition, hits mostly inhibitors. 270,000 compounds, 2.1% hits; note: % is set by controls: 0 for no effect and ±100 for the full control effect; nearly all actives have a fitted effect of over 55% in size
Target sequence (P10636 561-689 P618L limits assumed): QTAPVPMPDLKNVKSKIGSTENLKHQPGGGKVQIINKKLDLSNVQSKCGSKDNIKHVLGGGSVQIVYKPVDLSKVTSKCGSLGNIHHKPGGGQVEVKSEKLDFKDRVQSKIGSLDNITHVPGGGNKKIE
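Recombinant human tau K18 fragment […] carrying P301L, 15 uM unlabeled plus 0.24 uM Alexa 594-labeled, was fibrillized with 20 uM heparin in 100 mM sodium acetate pH 7 for 6 hr at 37 C; 30 uM ThT fluorescence read after 1 hr.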
aGal spleen mod: inhibitors or activators of human alpha-galactosidase in spleen homogenate; human spleen homogenate, 4MU-alpha-Gal fluorescence, 40 min; P06280; Potency, µM (titrated, usually from 80 µM), without a hit: at the top dose activity change, negative = inhibition, actives largely listed as inhibitors; 240,000 compounds, 0.008% hits; AID 2107;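 note: 0% = enzyme with vehicle and -100% = no enzyme basal signal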
Target sequence (P06280 32-429 limits assumed): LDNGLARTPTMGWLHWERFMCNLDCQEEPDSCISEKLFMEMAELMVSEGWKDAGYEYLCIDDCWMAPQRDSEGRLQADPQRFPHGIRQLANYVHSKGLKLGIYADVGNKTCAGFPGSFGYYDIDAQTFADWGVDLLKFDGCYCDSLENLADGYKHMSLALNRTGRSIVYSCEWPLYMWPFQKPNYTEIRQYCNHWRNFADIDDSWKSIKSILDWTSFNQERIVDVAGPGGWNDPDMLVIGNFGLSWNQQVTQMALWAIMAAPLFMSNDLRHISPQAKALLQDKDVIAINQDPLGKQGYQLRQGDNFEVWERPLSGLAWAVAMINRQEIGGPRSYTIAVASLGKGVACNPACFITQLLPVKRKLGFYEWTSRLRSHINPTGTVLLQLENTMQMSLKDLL
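Fluorogenic readout (Ex 365/Em 440 nm) of 4-methylumbelliferone released from 1 mM 4-MU-alpha-galactoside by spleen homogenate, 40 min at 37C, pH 5.0. Data normalized to no-enzyme and enzyme controls; Hill-equation AC50 from compound titrations.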
GAA inh: inhibitors of human lysosomal alpha-glucosidase; P10253; purified human GAA, 4-MU-alpha-glucoside fluorescence; Potency, µM (doses to about 76.9 µM), without a hit: at the highest dose activity change, negative = inhibition, most hits filed as inhibitors; 200,000 compounds, 0.005% hits; AID 1466;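 note: plate controls were uninhibited enzyme wells for no effect and no-enzyme background for full effect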
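Read-out is 4-methylumbelliferone fluorescence (Ex 365/Em 440 nm) after NaOH/glycine stop at pH 10. Enzyme 4 nM, substrate 400 uM, pH 5.0 citrate buffer, 20 min room temperature; AC50 from Hill-equation concentration-response.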
GAA glycogen mod: alters human alpha-glucosidase cleavage of glycogen. Potency, µM (series often up to 76.4 µM), for inactives: at the top dose activity change, negative = inhibition, hits mostly inhibitors. 300,000 compounds, 0.38% hits. P10253. recombinant GAA, glycogen substrate, Amplex Red glucose oxidase fluorescence;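 note: 0% = full enzyme reaction and -100% = no-enzyme basal signal; the screen sought inhibitors and activators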
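qHTS, 1536-well; enzyme 4 nM final; cpd up to 77 uM; substrate bovine liver glycogen 30 ug; 50 mM citrate/phosphate pH 5.0, 0.01% Tween-20; 37 C, 40 min; Amplex Red detection 45 min RT; Hill fit → AC50.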
Tau FP inhib: inhibitors of human tau fibril formation; P10636; K18 P301L tau heparin fibrillization, Alexa594 FP, 6 h; Potency, µM (doses to about 57.7 µM), inactives show at the top dose activity, negative = inhibition, usual class: inhibitors; 280,000 compounds, 0.39% hits; note: % is set by controls: 0 for no effect and ±100 for the full control effect; nearly all actives have a fitted effect of over 55% in size
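Heparin (20 uM) drove fibril formation of recombinant tau K18 P301L, 15 uM unlabeled with 0.24 uM Alexa 594 label, for 6 hr at 37 C in 100 mM sodium acetate pH 7. Fluorescence polarization (555/632 nm) read 1 hr after 30 uM ThT.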
Tau fluor counter: counter-screen for tau fibril formation inhibitors; 280,000 compounds, 0.93% hits; tau K18 P301L Alexa594 fluorescence, heparin fibrillization; Potency, µM (titrated, usually from 57.7 µM), for the others: at the top dose activity change, negative = decrease; note: % is set by controls: 0 for no effect and ±100 for the full control effect; nearly all actives have a fitted effect of over 55% in size
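Human tau K18 P301L (15 uM unlabeled, 0.24 uM Alexa 594-labeled) in 100 mM sodium acetate pH 7 with 20 uM heparin, 6 hr at 37 C. ThT 30 uM added, 1 hr ambient; Alexa 594 FP and total fluorescence read at 555/632 nm.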
The depositor's hits bear a star; ? = inconclusive; · = not tested or not shown; [ ] = dose if it differs, or a comment. Calls come from the whole dose curve; as a rule, active = well fitted curve in the direction sought with a large enough effect; inconclusive = small, poorly fitted or top-dose-only effect, or another doubt; inactive = no such curve, though single readings can be large; an effect the other way counts as inactive or inconclusive. Potency is the fitted concentration of half-maximal effect.

SMILES	GAA spleen mod	HTT cytoprotect	Tau ThT inhib	aGal spleen mod	GAA inh	GAA glycogen mod	Tau FP inhib	Tau fluor counter
Cc1cccc(C)c1NC(=O)C[N+](C)(C)CC(O)COc1cccc2ccccc12 (stereo not drawn)	-12%	13%[10 µM]	-4%	0%	11%	-5%	-6%	-14%
COc1ccc(C(=O)N2N=C(c3ccccc3)CC2(O)C(F)(F)F)cc1 (stereo not drawn)	0%	-24%	-19%	5%	-10%	4%	4%	-14%
COc1ccc(O)c(C(=O)c2cc(C#N)c(=O)n(-c3c(C)n(C)n(-c4ccccc4)c3=O)c2)c1	-20%	-16%[1.9 µM]	-6%	-25%	-16%	?	-1%	6%
CCC(=O)Nc1ccc(Oc2ccc3c(c2)C(=O)N(c2ccc(O)cc2)C3=O)cc1	-1%	-22%	-14%	-13%	-4%	4%	-11%	-14%
c1ccc2cc3[nH]c(CN4CCOCC4)nc3cc2c1	6%	21%[10 µM]	-16%	13%	3%	-6%	8%	-6%
CN(C)c1ccc(/C=C/c2ccc3ccccc3[n+]2C)cc1	-9%	-71%[inhibitor][10 µM]	0.56µM*	-3%	-12%	4%	11%	0.5µM*[fluorescent]
Cn1c(Cn2cnc(Cl)c2Cl)nc2ccccc21	-8%	?	5%	-1%	-9%	-3%	2%	5%
COc1n[nH]c(C(=O)NCc2ccccc2)c1[N+](=O)[O-]	-6%	·	11%	-7%	0%	23%	-3%	7%
CC#CCc1cc2ccccc2c(=O)o1	-6%	-23%[10 µM]	7%	3%	·	-10%	6%	15%
CCCCn1cnc(C(=O)OCC)c1N	-4%	-11%[10 µM]	2%	1%	-13%	5%	6%	8%
Cc1noc(C)c1COc1ccc(C(=O)Nc2cccnc2)cc1	-3%	-7%	-4%	-7%	7%	0%	13%	-9%
CC(C)(C)NC(=O)CN(C(=O)CS(=O)CC(=O)Nc1ccc(F)cc1)c1ccccc1 (stereo not drawn)	-2%	-10%	2%	-1%	-11%	-1%	2%	4%

Arranged by molar mass (low to high): six of the compounds above.
SMILES	GAA spleen mod	HTT cytoprotect	Tau ThT inhib	aGal spleen mod	GAA inh	GAA glycogen mod	Tau FP inhib	Tau fluor counter
CCCCn1cnc(C(=O)OCC)c1N	-4%	-11%[10 µM]	2%	1%	-13%	5%	6%	8%
Cc1noc(C)c1COc1ccc(C(=O)Nc2cccnc2)cc1	-3%	-7%	-4%	-7%	7%	0%	13%	-9%
COc1ccc(C(=O)N2N=C(c3ccccc3)CC2(O)C(F)(F)F)cc1 (stereo not drawn)	0%	-24%	-19%	5%	-10%	4%	4%	-14%
CCC(=O)Nc1ccc(Oc2ccc3c(c2)C(=O)N(c2ccc(O)cc2)C3=O)cc1	-1%	-22%	-14%	-13%	-4%	4%	-11%	-14%
Cc1cccc(C)c1NC(=O)C[N+](C)(C)CC(O)COc1cccc2ccccc12 (stereo not drawn)	-12%	13%[10 µM]	-4%	0%	11%	-5%	-6%	-14%
COc1ccc(O)c(C(=O)c2cc(C#N)c(=O)n(-c3c(C)n(C)n(-c4ccccc4)c3=O)c2)c1	-20%	-16%[1.9 µM]	-6%	-25%	-16%	?	-1%	6%

Continuation.
SMILES	GAA spleen mod	HTT cytoprotect	Tau ThT inhib	aGal spleen mod	GAA inh	GAA glycogen mod	Tau FP inhib	Tau fluor counter
COC(=O)CNC(c1ccccc1)c1cc(C)ccc1NC(=O)c1cccc(Cl)c1 (stereo not drawn)	-2%	-7%[10 µM]	-14%	1%	-8%	-10%	7%	-22%
O=C(Nc1ccc(Oc2ccc(NC(=O)c3ccco3)c(NC(=O)c3ccco3)c2)cc1)c1ccco1	-7%	-9%	11%	-17%	-4%	-3%	?	?
O=C(CCSc1nc2ccccc2o1)N1CCOCC1	2%	-20%[0.074 µM]	-16%	8%	4%	-2%	7%	-5%
COc1cc(/C=N/NC(=O)c2ccc3nc[nH]c3c2)ccc1O	-3%	-2%[10 µM]	·	8%	·	?	-3%	-19%
O=C(CN1C(=O)NC2(CCCCC2)C1=O)N1CCc2ccccc2C1	0%	0%	0%	-1%	-1%	9%	-5%	0%
CC1CCCN(C(=O)CN2CCN(C(=O)c3ccco3)CC2)C1 (stereo not drawn)	2%	6%[10 µM]	0%	1%	?	6%	11%	10%
CC(=NCc1ccccc1)C1=C(O)COC1=O	-6%	9%	-7%	14%	0%	0%	-2%	0%
O=C(Nc1nc2c(s1)CN(Cc1ccccc1)CC2)C1CCC1	0%	23%[10 µM]	?	-4%	-3%	?	-15%	-11%
CC(=O)NC(C1C(=O)CC(C)(C)CC1=O)(C(F)(F)F)C(F)(F)F	-9%	-12%[10 µM]	0%	8%	2%	1%	3%	3%
C/C(=N\NC(=O)c1ccc(NS(=O)(=O)c2cccs2)cc1)c1ccc(Cl)cc1	0%	15%[10 µM]	-5%	-10%	-4%	-12%	3%	-2%
COc1ccc(C)cc1S(=O)(=O)NC1CCCC1	3%	0%[0.074 µM]	-1%	1%	4%	9%	0%	0%
COc1cc(Cl)c(NS(=O)(=O)c2ccc3c(c2)CC(C)N3C(=O)C2CCC2)c(OC)c1 (stereo not drawn)	·	·	-13%	·	·	-18%[76.3 µM]	10%	-26%
c1ccc2c(-c3[nH]ncc3CNCCCn3ncc4ccccc43)cccc2c1	4%	-4%[10 µM]	-16%	6%	-12%	-5%	-11%	-15%
Nc1c(C(=O)c2ccccc2O)cnn1-c1ccc(S(=O)(=O)N2CCOCC2)cc1[N+](=O)[O-]	2%	-14%	?	1%	-20%	-7%	-3%	-20%
Cc1c(/C=N/NC(N)=O)c2ccccn2c1C(=O)c1ccc(F)cc1	-2%	-9%[10 µM]	?	4%	-13%	4%	7%	?
Nc1cccc2c1C(=O)N(C(=O)c1ccc(Cl)c(S(=O)(=O)N3CCCCCC3)c1)C2=O	-2%	-23%	-8%	2%	-4%	-13%	6%	0%
CCCC12CN3CC(CCC)(CN(C1)C3c1ccc(OC(C)C)cc1)C2=O (stereo not drawn)	·	·	-15%	·	·	10%[76.3 µM]	6%	-10%
CC(=O)N1c2c(cc(Br)cc2S(=O)(=O)N2CCOCC2)CC1C (stereo not drawn)	-3%	35%[10 µM]	-2%	-4%	-7%	-2%	3%	4%
[O-][N+]12CC[N+]([O-])(CC1)c1ccccc12	3%	7%	-11%	-4%	4%	4%	-4%	-12%
CCSc1nnc2c(n1)OC(c1ccc(C)s1)Nc1ccccc1-2 (stereo not drawn)	·	·	-13%	·	·	-2%[76.3 µM]	-2%	-16%
CC(=O)c1cc(C(=O)N2CCc3c([nH]c4ccccc34)C2C2CCCCC2)[nH]n1 (stereo not drawn)	5%	-1%[10 µM]	-13%	10%	-5%	-3%	2%	-19%
O=C(COc1ccc(Cl)cc1)N(Cc1ccco1)C1CCS(=O)(=O)C1 (stereo not drawn)	-1%	8%[10 µM]	3%	-5%	·	8%	6%	4%
OC(COCC1COc2ccccc2O1)CN1CCCCC1 (stereo not drawn)	-4%	-5%[10 µM]	1%	5%	-2%	9%	3%	2%
COc1ccc(NC(=O)c2nc[nH]c2C(=O)N[C@H](C)c2ccccc2)cc1	7%	13%[10 µM]	6%	2%	·	-12%	?	?
N#CC1=C(N)Oc2c(ccc3cccnc23)C1c1ccncc1 (stereo not drawn)	-3%	4%[10 µM]	?	1%	-8%[15.4 µM]	4%	-6%	-2%
O=C(Nc1cccc(S(=O)(=O)N2CCOCC2)c1)c1cc2ccccc2o1	1%	-1%[10 µM]	·	4%	·	-3%	?	?
COc1ccc(CC(=O)Nc2sc3c(c2C(=O)Nc2c(C)cccc2C)CCCCC3)cc1	·	·	1%	·	·	12%[76.3 µM]	1%	-3%
Cc1cccc(C)c1OCC(=O)Nc1cccc(C(=O)O)c1	1%	-9%	12%	-1%	-4%	10%	7%	7%
CC(=O)NS(=O)(=O)c1ccc(NC(=O)c2cc(-c3cccs3)nc3ccccc23)cc1	5%	-19%[10 µM]	-3%	4%	9%	-2%	-4%	-5%
COc1ccc(C2/C=C\CC(NC(=O)OCC3c4ccccc4-c4ccccc43)CC(=O)N2Cc2cccc(F)c2)cc1 (stereo not drawn)	-4%	-31%[inhibitor][40.3 µM]	-7%	-3%	·	·	-4%	-5%
CCc1ccc(OCC(=O)N2CCN=C2c2ccccc2)cc1	3%	-9%	-11%	1%	0%	3%	8%	-3%
COc1ccc(S(=O)(=O)N(CC(=O)Nc2cccnc2)c2ccccc2OC)cc1	2%	-12%	1%	10%	1%	-3%	-2%	-10%
Cc1[nH]n(-c2ccccc2)c(=O)c1C=NCc1ccco1	1%	-54%[inhibitor]	2%	6%	4%	-11%	-7%	-3%
COc1ccccc1NC(=O)c1ccc2snnc2c1	-7%	-1%[10 µM]	-3%	-10%	1%	4%	-4%	1%
Cc1ccc(C(=O)CSc2nnc(-c3ccccc3)o2)cc1	6%	5%[10 µM]	-10%	5%	3%	7%	-13%	1%
O=C(COC(=O)CCC(=O)c1cccs1)Nc1ccc(Cl)cn1	-2%	·	8%	-7%	9%	-1%	6%	7%
Cc1ccc(C2NS(=O)(=O)N=C2N)cc1 (stereo not drawn)	3%	8%	-6%	-1%	3%	6%	-4%	-5%
CCN(CC)CCn1nc2c3c(cccc3c1=O)-c1ccccc1-2	-2%	-93%[inhibitor][10 µM]	17%	-14%	-3%	0%	12%	22%
O=C(N1CCOCC1)C12CC3CC(C1)CC(C(=O)N1CCOCC1)(C3)C2	-2%	3%	-1%	-4%	1%	6%	-1%	1%
Cc1ccc(NC(=O)CN2C(=O)NC(Cc3ccccc3)C2=O)c(Br)c1 (stereo not drawn)	-5%	-14%	0%	-6%	-3%	20%	9%	3%
CCC1=NNc2cccc3c(OC)ccc1c23	0%	-2%	13µM*	-2%	-4%	?	?	?
COC(=O)c1nc(NC(=O)c2ccc(Cl)cc2)n[nH]1	-1%	-5%	-8%	3%	14%	1%	3%	4%
CCCCNC(=O)N1CCN(c2ccccc2OC)CC1	0%	15%[10 µM]	-9%	1%	-5%	2%	-1%	-6%
